# Tb hexokinase – blocks Trypanosoma brucei hexokinase 1 activity. recombinant TbHK1, G6PDH-coupled NADH A340. inhibition, % at 10 µM. actives 0.11% (n = 220,000);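 active = inhibition of 50% or more in the single-dose primary screen; inactive = inhibition below 50%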
# Furin inhibitor – blocks human furin protease activity; P09958; purified furin, fluorogenic substrate cleavage; inhibition, % at 30 µM; actives 0.061% (n = 220,000); in the data active = inhibition above about 25%; also: inactives centre near -15
# Ba/F3 V617F tox – loss of viability in JAK2V617F-driven Ba/F3 cells | Ba/F3 EpoR-JAK2V617F viability, ATP luminescence | inhibition, % at 5.6 µM | actives 1.1% (n = 220,000) | AID 1446;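 active = inhibition above the campaign mean plus 3 SD over all tested compounds, cut at about 24% in these data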;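 also: cytokine-independent growth of Ba/F3 cells driven by EpoR plus mutant JAK2; 0% = DMSO-treated cells and 100% = JAK inhibitor I control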
# NCF1 inh – blocks human p47phox regulatory protein of NADPH oxidases. P14598. p47phox/p22phox peptide binding, fluorescence polarization, 2 h. inhibition, % at 24.7 µM. actives 0.53% (n = 220,000). AID 1274;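 active = inhibition above about 30%, limit read from the data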;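 also: 0% = p47phox with labelled peptide and 100% = labelled peptide alone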
# Target sequence (P14598 whole entry, looked up): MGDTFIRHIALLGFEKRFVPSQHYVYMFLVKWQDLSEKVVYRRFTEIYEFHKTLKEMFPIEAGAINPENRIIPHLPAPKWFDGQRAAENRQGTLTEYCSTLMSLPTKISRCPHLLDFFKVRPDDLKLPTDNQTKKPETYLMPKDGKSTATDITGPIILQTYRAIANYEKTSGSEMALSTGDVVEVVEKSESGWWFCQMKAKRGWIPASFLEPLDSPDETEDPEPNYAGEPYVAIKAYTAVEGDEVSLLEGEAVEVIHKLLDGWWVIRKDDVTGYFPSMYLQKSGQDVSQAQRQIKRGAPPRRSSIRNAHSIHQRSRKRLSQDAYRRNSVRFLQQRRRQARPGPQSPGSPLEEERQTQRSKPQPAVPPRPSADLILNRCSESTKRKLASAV
# PPC-1+TRAIL kill – compounds killing PPC-1 cancer cells with TRAIL present (potentiator screen, no TRAIL-free arm). actives 0.41% (n = 220,000). cell killing (% activity), % at 4 µM. PPC-1 cells + TRAIL, ATPLite viability luminescence;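 active = cell killing above 50% in the first pass at 4 µM, then a duplicate retest at 5 µM averaging 50% or more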;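 also: plate controls were cells with TRAIL plus DMSO for no effect and medium-only wells lacking cells for full effect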
# p97 inhibitor – inhibitors of human p97 ATPase | recombinant p97 ATPase, Kinase-Glo ATP luminescence, 3 h | P55072 | actives 0.42% (n = 220,000) | inhibition, % at 8 µM; in the data active = inhibition above about 15%;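 also: 0% = DMSO vehicle and 100% = wells lacking enzyme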
# EP2 antag – inhibitors of human EP2 prostaglandin E2 receptor. P43116. C6 glioma cells expressing human EP2, cAMP TR-FRET; cells stimulated with saturating PGE2. inhibition, % at 25 µM. actives 0.52% (n = 260,000). AID 1422;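 active = percent inhibition above 40 after rounding to a whole number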;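 also: rat C6 glioma host cells with rolipram phosphodiesterase inhibitor present; the protocol text gives 20 µM as final concentration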
# Target sequence (P43116 whole entry, looked up): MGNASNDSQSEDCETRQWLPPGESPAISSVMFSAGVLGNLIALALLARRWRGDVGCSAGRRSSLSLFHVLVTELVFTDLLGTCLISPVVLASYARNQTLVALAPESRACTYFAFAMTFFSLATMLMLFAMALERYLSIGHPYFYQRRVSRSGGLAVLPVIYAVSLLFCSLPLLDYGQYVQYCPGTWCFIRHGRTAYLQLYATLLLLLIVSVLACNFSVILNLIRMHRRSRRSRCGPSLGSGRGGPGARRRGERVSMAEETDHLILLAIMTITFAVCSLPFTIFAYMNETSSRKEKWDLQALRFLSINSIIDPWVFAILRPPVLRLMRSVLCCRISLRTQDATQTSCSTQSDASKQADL
# RBBP9 inhibitor – blocks human serine hydrolase RBBP9; O75884; recombinant RBBP9, FP-Rh probe fluorescence polarization; inhibition, % at 7.94 µM; actives 0.2% (n = 220,000); AID 1515;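 active = inhibition above the campaign mean of all tested compounds plus 3 SD, cut at about 14% in these data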;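 also: plate controls were DMSO wells with RBBP9 for no effect and wells lacking RBBP9 protein for full effect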
# Target sequence (O75884 whole entry, looked up): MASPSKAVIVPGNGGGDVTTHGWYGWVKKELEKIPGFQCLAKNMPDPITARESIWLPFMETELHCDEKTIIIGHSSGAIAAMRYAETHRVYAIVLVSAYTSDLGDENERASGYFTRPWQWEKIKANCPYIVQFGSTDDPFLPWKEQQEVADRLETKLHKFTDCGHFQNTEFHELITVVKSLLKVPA
#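 Measured by – fluorescence polarization · Test system – RBBP9 protein · Input – 2.5 µM RBBP9 dispensing solution, before mixing · Measure – percent inhibition from mP, scaled between DMSO and no-protein wells · Benchmarks – DMSO-treated enzyme wells and wells lacking RBBP9 · Times – preincubation 30 min plus labeling 45 min at 25 °C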
# BaF3 tox – counter-screen for JAK2V617F inhibitors: parental Ba/F3 viability inhibitors; CellTiter-Glo ATP luminescence; inhibition, % at 5.6 µM; actives 1.1% (n = 220,000);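 active = inhibition above a per-campaign cutoff, the mean inhibition of all tested compounds plus 3 SD, cut at about 27% in these data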;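 also: 0% = DMSO wells and 100% = JAK Inhibitor I control wells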
# The depositor's hits bear a star; x = no result given; & = joins results of further samples; [ ] = another dose, or the depositor's remark. An excerpt (hit frequency here may not be typical).
SMILES,Tb hexokinase,Furin inhibitor,Ba/F3 V617F tox,NCF1 inh,PPC-1+TRAIL kill,p97 inhibitor,EP2 antag,RBBP9 inhibitor,BaF3 tox
CC1CCN(C(=O)c2ccc(NS(C)(=O)=O)cc2)CC1,7,-22[20 µM],4,0,0,-7,7,-7,4
CCCn1c(/C=N/Nc2nc3ccccc3[nH]2)nc2ccccc21,-10,-17,-2,-19,-2,11,19,-1,3
CCCCC1=CC2=C(c3ccco3)C(=O)C(C)(OC(=O)c3ccc(OC)cc3)C(=O)C2=CN1Cc1ccco1 (stereo unspecified),-25,1,x,-2,19,x,7,x,x
Cn1ccnc1SCC(=O)c1cc2ccccc2o1,-10,-8,0,-29,2,10,5,-7,4
COc1ccc(Nc2ccc(S(=O)(=O)N3CCCCC3)cc2[N+](=O)[O-])cc1OC,-9,-8,3,-4,31,-6,4,-4,8
Nc1ccnc(C(F)(F)F)c1C(=O)c1ccccc1,0,-13,-5,-7,5,-1,12,-6,-4
Cc1nc2oc3ccccc3c(=O)c2c(=O)n1Cc1ccccc1,1,-15,-3,-10,10,8,-1,2,6
COC(=O)c1cc(S(=O)(=O)Nc2ccsc2C(=O)OC)oc1C,-14,-6,1,-7,9,2,3,-6,-3
COc1ccc(NS(=O)(=O)c2cc(C)ccc2C)cc1,10,-21,1,-10,8,3,20,5,4
O=C(NCCCN1CCOCC1)c1cn(-c2ccccc2)nc1-c1cccs1,-4,-15[20 µM],-5,-7,15,1,15,0,-2
CC1=C(C(N)=O)C(c2cccc(O)c2)n2nc(CCCO)nc2N1 (stereo unspecified),6,-20,4,9,17,-3,8,-4,6
Cc1cc(C)n(C(=O)c2ccc(S(=O)(=O)NCC3CCCO3)cc2)n1 (stereo unspecified),0,-20[20 µM],1,2,21,1,13,-3,5
O=C(CC1C(=O)NCCN1C(=O)Nc1ccccc1)Nc1ccc2c(c1)OCO2 (stereo unspecified),2,-21,-3,-19,6,6,10,2,2
Cc1ccc(CN2CCN(Cc3cc(=O)c4ccccc4[nH]3)CC2CCO)o1 (stereo unspecified),-10,-19,-3,2,3,6,2,1,3
C=CCC(NC(C)c1ccccc1)c1ccco1 (stereo unspecified),-4,-3[20 µM],2,-6,26,2,4,-1,-3
Cc1nn(CC(=O)NCCc2ccccc2)c(C)c1[N+](=O)[O-],-7,-8,1,-9,37,-1,10,-3,2
CCOc1ccc(OCC)c(NC(=O)CN2CCN(CC)CC2)c1,-3,-19[20 µM],-5,-18,17,1,9&11,4,-1
CCOC(=O)c1c(C)[nH]c(C(=O)CN2CCOCC2)c1C,-8,-28,0,-4,8,4,6,-4,5
Cc1cccc(/C=N/c2sc3c(c2C#N)CCN(Cc2ccccc2)C3)c1O,-4,-31,-4,-113,8,6,17,-6,7
CCOC(=O)c1ccc(NC(=O)c2nc[nH]c2C(=O)N(C)Cc2ccccc2)cc1,-2,-21,x,0,-7,x,16,x,x
Cc1ccc(Cn2ccc(NC(=O)c3noc4c3CCCCC4)n2)cc1,-2,-19,1,-6,3,-1,6,2,4
O=C(Nc1ccc(Cl)cc1C(=O)NCCN1CCOCC1)c1ccc(Cl)cc1Cl,-15,-13[20 µM],-2,-12,-12,-5,7,2,5
Fc1ccc(-c2nnc(Cc3ccc(Cl)cc3)o2)cc1,2,-12,-4,0,-1,-1,8,6,-2
COC(=O)CCC(=O)OC1(C)C(=O)C=C2C=C(C3CC3)N(Cc3ccc4c(c3)OCO4)C=C2C1=O (stereo unspecified),-36,-6,x,25,2,x,8,x,x
NS(=O)(=O)c1ccc(CCNC(=O)c2ccccc2[N+](=O)[O-])cc1,4,0,3,0,19,-5,1,-9,4
CCOC(=O)c1cnc(-n2nc(C)cc2C)nc1NCc1ccc2c(c1)OCO2,-13,-25,0,-4,0,-2,4,-2,4
CC1(C)CC2CC(C)(CN2C(=S)NC(=O)c2ccccc2Cl)C1 (stereo unspecified),-3,-10,-3,-1,9,-1,5,1,4
Cc1ccc(Nc2nnc(SCC(=O)NCCN3C(=O)CSC3=O)s2)cc1C,-8,-9,7,-14,48,-14,6,-9,8
Cn1c(N)c(C(=O)Nc2ccccc2F)sc1=S,-44,-13,-3,-13,1,2,1,3,3
CNC(=O)c1nc(C)c(C2(C)CC(c3cccc([N+](=O)[O-])c3)=NO2)s1 (stereo unspecified),-11,-28,x,-9,19,x,11,x,x
CCCCOC(=O)/C=C\C(=O)OCCCC,-5,-23,x,-3,-9,x,15,x,x
O=C(CCN1CCCCC1)N=Nc1c(O)[nH]c2ccccc12,-12,-6,1,1,-23,9,4,-1,3
CCN(CC)C(=O)CSC1c2ccccc2C(=O)N1c1ccccc1 (stereo unspecified),6,-2[20 µM],1,7,24,-6,3,-4,5
CC(=O)c1ccc(NC(=O)CC(NCCC2=CCCCC2)C(=O)O)cc1 (stereo unspecified),2,0,5,-4,9,-6,3,-2,10
O=C(NC(=O)c1c(F)cccc1F)Nc1ccccc1SC(F)F,1,0,-1,6,4,-4,11,-9,-5
O=C(Nc1ccc2c(c1)Cc1ccccc1-2)c1ccncc1,-2,-22,-6,-3,17,3,6,0,6
CCSc1nnc(NC(=O)CSc2nccn2-c2cc(C)cc(C)c2)s1,4,-2,3,-19,1,-2,13,2,3
OC1(CNCc2ccccc2)C2CC3CC(C2)CC1C3 (stereo unspecified),5,-13,6,-8,11,-7,5,-8,0
Cc1ccc(-c2cc(C(F)F)n3ncc(C(=O)N4CCCc5ccccc54)c3n2)cc1,-2,-20[20 µM],-6,-2,-7,6,11&10,-7,0
Cn1nnnc1P(=O)(c1ccccc1)c1ccccc1,0,-16,1,3,5,4,2,-7,5

# Three compounds from above, ordered by the value under Tb hexokinase, rising.
smiles | Tb hexokinase
O=C(Nc1ccc(Cl)cc1C(=O)NCCN1CCOCC1)c1ccc(Cl)cc1Cl | -15
CCCCOC(=O)/C=C\C(=O)OCCCC | -5
NS(=O)(=O)c1ccc(CCNC(=O)c2ccccc2[N+](=O)[O-])cc1 | 4

# (more compounds)
SMILES,Tb hexokinase,Furin inhibitor,Ba/F3 V617F tox,NCF1 inh,PPC-1+TRAIL kill,p97 inhibitor,EP2 antag,RBBP9 inhibitor,BaF3 tox
O=C(/C=C/c1ccco1)NC(=S)Nc1cccc(-c2nc3ccccc3o2)c1,-23,-11[20 µM],-4,-164,9,8,7,-32,2
N#Cc1ccc(S(=O)(=O)N2CCN(c3ncccn3)CC2)cc1,-5,-6,0,12,19,9,10,6,-3
CC(C)C1N(C(=O)CN2CCCC2)CCN1S(=O)(=O)c1ccccc1 (stereo unspecified),-4,-16,-1,-7,-17,0,12,1,7
CCN(C(=O)CN1CCN(c2cccc(Cl)c2)CC1)c1c(N)n(Cc2ccccc2)c(=O)[nH]c1=O,-7,-16,0,-8,24,4,8,0,4
COCCN(C(=S)Nc1cc(C)cc(C)c1)C(C)c1cccs1 (stereo unspecified),10,-13,2,2,-14,-1,7,-6,5
Cc1ccccc1C(=O)Nc1cccc(-c2nnc(SCC(=O)O)n2C)c1,1,-23,1,-6,10,1,13,-8,10
CN(C)c1ccc(C(=O)Nc2nnc(-c3ccc(Cl)cc3)o2)cc1,-3,-13,-4,10,4,5,10,-9,0
Cc1csc(Nc2ccccc2C(F)(F)F)n1,1,-15[20 µM],-1,-19,29,-4,11,-3,-2
CCOc1ccc(CCNC(=O)C2=C(C)C(=O)OC23CCC(C)CC3)cc1OCC (stereo unspecified),2,-21,2,6,15,0,11,5,6
CN(C)S(=O)(=O)c1ccc(C(=O)Nc2ccc(F)cc2F)cc1,-8,-22,1,-12,13,-3,8,-11,6
COc1ccc(C2OC(=O)Cc3cc(OC)c(OC)cc32)cc1 (stereo unspecified),-5,-8,0,-6,-11,5,6,2,2
CCN(CC)S(=O)(=O)c1cc(C(=O)OCC(=O)NC(=O)c2cccn2C)ccc1C,-6,-22,3,-26,-5,-5,8,-8,4
CCOc1ccc(NC(=O)Cn2c(=O)n(CC3CCCO3)c(=O)c3ccccc32)cc1 (stereo unspecified),-1,-21,-3,-9,-2,2,8,-2,-1
COc1ccc(OC)c(CN2CCCC(C(=O)N3CCCCC3)C2)c1 (stereo unspecified),6,-11,6,-17,24,1,1,1,11
CCCn1c(NCc2cccc(OC)c2O)nc2ccccc21,5,-15[20 µM],-6,0,9,8,5,-1,3
Cc1ccsc1/C=N/Nc1ccc(Cl)nn1,-31,-10,-2,-7,-7,4,3,-7,0
O=C(CC1NCCNC1=O)NC1Cc2ccccc2C1 (stereo unspecified),7,-16,4,4,-2,-3,6,3,2
Oc1ccc(Cc2ccc(Cl)cc2)c(O)c1,2,-11,0,-15,3,-2,12,-1,-2
C/C(=N\n1c(C)nc2ccccc2c1=O)c1ccc(C)o1,-9,-15,4,-6,16,-1,3,-8,2
O=C1c2ccccc2C(Nc2ccc(S(=O)(=O)N3CCCCCC3)cc2)N1Cc1ccco1 (stereo unspecified),-3,-18,1,-12,-2,-3,9,-4,1
O=C(c1ccc(Cl)cc1)c1c[nH]c(C(=O)NNc2ccccc2)c1,7,-9,3,29,10,2,4,-5,3
CCCCC(=O)NNC(=S)NC(=O)c1cccc([N+](=O)[O-])c1,2,-12[20 µM],-3,1,20,4,6,2,3
CSc1cccc(NC(=S)N(CCCN2CCCC(C)C2)Cc2cccs2)c1 (stereo unspecified),5,-14,-2,1,13,-1,4,-11,5
Cc1ccc(Oc2ccc3c(c2)C(=O)N(c2cccc4cccnc24)C3=O)cc1,5,-24,0,-13,10,4,6,1,8
O=C(Nc1ccccc1C(F)(F)F)N1CCN(c2ccccn2)CC1,-10,-13,0,2,10,5,11,-2,89*
O=C1N(Cc2cccc(Cl)c2)C[C@@H]2C[C@@H](c3ccccn3)N3CCC[C@@]123,5,-1,4,-17,-5,-6,2,-10,0
O=C(NCC(c1ccco1)N1CCCC1)c1ccc(Cl)cc1 (stereo unspecified),-7,7[20 µM],-3,-1,24,3,14,5,2
O=C(O)c1cnn2c(-c3ccc(F)cc3)ccnc12,-6,-29,-3,-5,-30,11,5,-7,7
Cc1ncc(CN2CCN(Cc3ccccc3)C(CCO)C2)s1 (stereo unspecified),-4,-23,0,-11,7,-1,4,-3,3
CC(/C=C/c1ccccc1)=N\NC(=O)Cn1cncn1,-16,-4,31*,-10,10,-2,11,-3,-2
O=C(CSc1ccc2ccccc2n1)N1CCC(c2noc3ccc(F)cc23)CC1,0,-6[20 µM],-5,-24,14,3,5,-8,-3

# 3 compounds out of the list, sorted by SMILES length, highest first.
SMILES,Tb hexokinase,Furin inhibitor,Ba/F3 V617F tox,NCF1 inh,PPC-1+TRAIL kill,p97 inhibitor,EP2 antag,RBBP9 inhibitor,BaF3 tox
O=C(Nc1ccccc1C(F)(F)F)N1CCN(c2ccccn2)CC1,-10,-13,0,2,10,5,11,-2,89*
Cc1ncc(CN2CCN(Cc3ccccc3)C(CCO)C2)s1 (stereo unspecified),-4,-23,0,-11,7,-1,4,-3,3
O=C(O)c1cnn2c(-c3ccc(F)cc3)ccnc12,-6,-29,-3,-5,-30,11,5,-7,7

# Some values from the results shown.
# BaF3 tox with `O=C(NCC(c1ccco1)N1CCCC1)c1ccc(Cl)cc1` (stereo unspecified) stands at 2
# BaF3 tox with `CCCCC(=O)NNC(=S)NC(=O)c1cccc([N+](=O)[O-])c1` stands at 3

# High-throughput results deposited in PubChem BioAssay by several laboratories.
